From PubChem BioAssay
sPLA2-III inh – human group III sPLA2 inhibitors, primary screen, biochemical, QFRET, BODIPY PC-A2 liposome substrate; Group 3 secretory phospholipase A2 (Homo sapiens), Q9NZ20; QFRET BODIPY PC-A2 liposome hydrolysis, fluorescence; inhibition, % at 12.2 µM; 0.56% of 370,000 active; AID 743126, 2013;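 active = inhibition above mean plus 3 SD of compounds lying within the high and low control bounds, cut at about 19% in these data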;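 note: 0% = median of test compound wells and 100% = no enzyme DMSO wells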
hcDAF-12 act – H. contortus DAF-12 nuclear receptor activators, primary screen, cell-based, luminescence, HEK293, lit1-tk-luc reporter; HEK293 hcDAF-12 lit1-tk-luc reporter; 0% DMSO, 100% Δ7-dafachronic acid; activation, % at 6.8 µM; 1.4% of 370,000 active; AID 652067, 2013;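 active = activation above the mean of all tested compounds plus 3 SD, cut at about 5.5% in these data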;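 note: 100% = response to 3 µM Δ7-dafachronic acid high control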
GAA850 FXN act – FXN promoter activators, primary screen, cell-based, luciferase luminescence, HEK293 lucGAA850 | HEK293 lucGAA850 FXN promoter luciferase reporter, 24 h; percent of 10 µM SAHA response | activation, % at 6 µM | 0.56% of 360,000 active;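 active = activation above the average of all compounds screened plus 3 SD, cutoff fixed separately per campaign, cut at about 7.5% in these data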;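 note: 0% = DMSO wells and 100% = 10 µM SAHA wells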
NR1D1 modulator – modulators of Rev-erb alpha DNA binding, primary screen, biochemical, FITC-DNA, fluorescence polarization, uHTS; activity, % at 10 µM; Rev-erbα–FITC-DNA binding, 90 min; 0.79% of 370,000 active; Nuclear receptor subfamily 1 group D member 1 (Homo sapiens), P20393;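 active = activity above about 14%, limit read from the data; passing the limit was not always enough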;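 note: 0% = DMSO wells with 35 nM protein and 100% = DMSO wells with 750 nM protein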
hgDAF12 agonist – H. glycines DAF-12 receptor agonists, primary screen, cell-based, luminescence, HEK293, GAL4 fusion, UAS-luciferase. HEK293 GAL4-hgDAF12 UAS-luciferase reporter, agonist luminescence; normalized to butyrate control. activation, % at 6.8 µM. 1.8% of 370,000 active. AID 687014, 2013;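 active = activation above a cutoff set at the mean of all screened compounds plus 3 SD, cut at about 10% in these data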;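 note: 0% = DMSO wells and 100% = sodium butyrate wells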
DAX1 inh-1 – DAX1 (NR0B1) inhibitors, primary screen, cell-based, HEK293, Gal4-DAX1, luciferase luminescence; inhibition, % at 6.75 µM; HEK293 Gal4-DAX1 luciferase reporter; Nuclear receptor subfamily 0 group B member 1 (Homo sapiens), P51843; 0.99% of 340,000 active; AID 504766, 2011;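 active = inhibition above the mean over all tested compounds plus 3 SD, cut at about 4.2% in these data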;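 note: 0% = DAX1-transfected cells with DMSO and 100% = empty-vector control cells with DMSO; inhibition shows as a rise in luminescence from relieved DAX1 repression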
PLCb3 inh – human PLC-beta3 inhibitors, primary screen, biochemical, fluorescence; 1-phosphatidylinositol 4,5-bisphosphate phosphodiesterase beta-3 (Homo sapiens), Q01970; Purified PLC-beta3, fluorogenic substrate; inhibition, % at 12.2 µM; 0.18% of 370,000 active; AID 720704, 2013; in the data active = inhibition above about 11%;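 note: 0% = median of compound wells on plate and 100% = full blocker control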
Target sequence (Q01970 whole entry, looked up): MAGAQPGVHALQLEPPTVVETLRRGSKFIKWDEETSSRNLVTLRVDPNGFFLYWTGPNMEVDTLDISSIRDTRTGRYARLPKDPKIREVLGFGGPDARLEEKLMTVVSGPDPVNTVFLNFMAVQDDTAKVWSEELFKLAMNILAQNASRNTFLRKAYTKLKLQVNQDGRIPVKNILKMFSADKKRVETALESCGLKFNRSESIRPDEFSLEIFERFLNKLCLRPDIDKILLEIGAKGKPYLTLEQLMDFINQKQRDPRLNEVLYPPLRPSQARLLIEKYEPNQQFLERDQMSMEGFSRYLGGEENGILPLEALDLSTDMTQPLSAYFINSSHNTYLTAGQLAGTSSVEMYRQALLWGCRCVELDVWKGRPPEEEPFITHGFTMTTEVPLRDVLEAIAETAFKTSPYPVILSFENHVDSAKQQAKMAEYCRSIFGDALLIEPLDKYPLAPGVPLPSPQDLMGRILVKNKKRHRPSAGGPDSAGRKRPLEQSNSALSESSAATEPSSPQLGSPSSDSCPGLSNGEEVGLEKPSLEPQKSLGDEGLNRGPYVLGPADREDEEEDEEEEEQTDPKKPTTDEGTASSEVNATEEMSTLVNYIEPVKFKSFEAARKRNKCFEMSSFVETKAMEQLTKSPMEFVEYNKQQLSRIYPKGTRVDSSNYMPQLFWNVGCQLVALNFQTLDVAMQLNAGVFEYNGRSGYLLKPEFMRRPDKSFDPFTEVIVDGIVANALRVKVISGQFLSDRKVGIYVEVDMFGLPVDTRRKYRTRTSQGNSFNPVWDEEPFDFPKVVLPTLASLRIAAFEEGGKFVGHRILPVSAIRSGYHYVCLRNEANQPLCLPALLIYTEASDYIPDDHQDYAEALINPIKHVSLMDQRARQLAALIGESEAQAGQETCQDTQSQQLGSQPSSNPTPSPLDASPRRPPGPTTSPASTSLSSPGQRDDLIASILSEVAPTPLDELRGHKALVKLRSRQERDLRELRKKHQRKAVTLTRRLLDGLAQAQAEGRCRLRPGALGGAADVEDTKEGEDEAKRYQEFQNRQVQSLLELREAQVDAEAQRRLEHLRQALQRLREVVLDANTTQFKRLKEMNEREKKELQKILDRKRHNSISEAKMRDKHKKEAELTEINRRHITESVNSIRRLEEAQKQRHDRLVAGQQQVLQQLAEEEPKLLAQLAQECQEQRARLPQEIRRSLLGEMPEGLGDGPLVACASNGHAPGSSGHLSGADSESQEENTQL
PG9 Ab binder – binders of HIV-1 gp120 antibody PG9, primary screen, biochemical, TR-FRET | HIV-1 gp120 / PG9 antibody interaction | TR-FRET gp120-PG9 antibody binding | inhibition, % at 6.7 µM | 0.43% of 360,000 active | AID 624416, 2012; in the data active = inhibition above about 8.5%
ssDAF12 agonist – S. stercoralis DAF-12 nuclear receptor activators, primary screen, cell-based, luminescence, HEK293, GRIP1 co-expression, lit1-tk-luc | Nuclear hormone receptor DAF-12 (Strongyloides stercoralis) | HEK293 ssDAF-12/GRIP1 lit1-tk-luc reporter; % of 3 µM dafachronic acid response | activation, % at 6.8 µM | 1% of 370,000 active | AID 652126, 2013;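 active = activation above the mean over all tested compounds plus 3 SD, cut at about 0.9% in these data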;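 note: 0% = DMSO-only wells and 100% = 3 µM delta7-dafachronic acid wells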
SMARCA2 act – SMARCA2 (BRM) function activators, primary screen, cell-based, luminescence, high throughput. activation, % at 9.1 µM. MG213 cells, MMTV-luciferase reporter, dexamethasone, overnight. AID 652017, 2013. 1% of 370,000 active; in the data active = activation above about 7.8%;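 note: 0% = vehicle wells and 100% = reference activator wells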
DAX1 inh-2 – DAX1 (NR0B1) inhibitors on StAR promoter, primary screen, cell-based, luminescence, SF-1 (NR5A1), full-length DAX-1. HEK293T StAR-luciferase reporter, SF-1/DAX-1 repression relief. inhibition, % at 6.8 µM. 1.1% of 370,000 active. AID 652010, 2013;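 active = inhibition above the mean over all tested compounds plus 3 SD, cut at about 3.6% in these data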;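 note: 0% = DAX-1 cells with DMSO and 100% = cells lacking DAX-1 with DMSO; higher inhibition means more luminescence from relief of DAX-1 repression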
The depositor's hits bear a star; · = no result given.

Under each structure: sPLA2-III inh, hcDAF-12 act, GAA850 FXN act, NR1D1 modulator, hgDAF12 agonist, DAX1 inh-1, PLCb3 inh, PG9 Ab binder, ssDAF12 agonist, SMARCA2 act, DAX1 inh-2
- O=C(Nc1cccc(S(=O)(=O)N2CCCCC2)c1)c1ccc(OCC2CCCO2)cc1 (configuration not stated)
    -11.6, -3.0, -2.1, -0.7, -3.7, -0.8, -0.5, 1.1, -2.3, 2.9, -2.7
- Cc1ccc(NC(=O)c2cc3c(CO)cnc(C)c3oc2=Nc2cccc(C(N)=O)c2)cc1
    -0.4, 1.0, -0.4, 4.0, -1.0, 2.9, -9.2, 0.1, 0.2, -1.8, -0.5
- CN1CCC(C)(C(=O)Nc2cccc3c2CCCC3)C1 (configuration not stated)
    10.8, -1.8, -1.3, -4.0, -2.3, ·, -2.0, 0.9, -0.5, -1.1, -0.1
- C[C@H](CO)N1C[C@H](C)[C@@H](CN(C)Cc2ccccc2)Oc2c(NC(=O)c3ccncc3)cccc2C1=O
    2.8, -0.8, 0.2, 9.1, -3.1, -0.7, 3.6, -0.3, -1.9, 1.4, -1.3
- COc1ccc(OC)c(NC2c3ccccc3C(=O)N2c2cccnc2)c1 (configuration not stated)
    3.9, 0.5, 0.8, 0.5, 1.2, 0.8, -2.4, 8.9*, -1.3, -1.9, -0.4
- COC(=O)c1ccccc1NS(=O)(=O)c1c(C)noc1C
    0.6, 1.0, 1.5, -0.1, -1.6, 0.2, -2.1, -0.5, -0.9, -2.0, 2.6
- Cc1cc(C)c(S(=O)(=O)NCCn2c(C)cc3ccccc32)c(C)c1
    0.5, 7.1*, -2.0, -4.5, 7.9, -0.2, -24.7, -14.4, 0.8, 0.0, -1.2
- C#CCOC(=O)Nc1ccc(=O)n(Cc2c(Cl)cccc2Cl)c1
    -10.8, -2.5, -0.8, 3.0, -2.8, -0.2, -18.4, -1.2, -1.5, 1.3, -0.1
- COc1cc(CN2CCC(C(=O)NC3CCCC3)CC2)ccc1O
    -1.0, 1.5, 0.9, -3.3, 0.9, 1.2, 5.1, -1.0, -2.0, 2.2, 2.3
- O=C(Cn1c(=O)oc2cc(S(=O)(=O)N3CCCC3)ccc21)N1CCc2ccccc2C1
    7.4, -1.2, -1.9, -0.1, -1.2, -0.3, -2.1, 0.6, -1.1, 3.7, -0.8
- Cc1ccccc1-c1noc(CCC(=O)NCCc2ccccc2)n1
    -15.3, 0.6, -0.1, 1.4, -3.5, -0.2, 0.6, 0.7, -2.0, -2.6, -0.1
- COc1ccc(N(CC(=O)Nc2c(C)n(C)n(-c3ccccc3)c2=O)S(=O)(=O)c2ccccc2)cc1OC
    5.6, 2.7, 0.7, -2.4, 1.4, -1.2, 1.8, -1.6, -0.7, -0.5, 0.9
- CC1(C(=O)NS(=O)(=O)c2cccc(Cl)c2)CCN1C(=O)CC1CC1 (configuration not stated)
    -1.5, 1.2, -0.2, -3.4, -0.9, ·, 0.2, 0.3, -0.9, -3.6, -0.1
- O=C(N/N=C/c1sc(N2CCCCC2)nc1-c1cccs1)c1cccnc1
    5.6, -2.1, -2.0, 9.0, 1.9, -3.0, -182.4, -9.7, -1.2, -3.1, -1.8
- CC(C)(C)c1ccc(NC(=O)COc2ccc(-n3ccnc3)cc2)cc1
    -22.6, -4.9, -8.2, 5.7, -9.7, -2.6, 0.3, -1.1, -2.5, -3.9, -3.2
- Cc1nn(C(=O)c2nn(C)cc2[N+](=O)[O-])c(C)c1Br
    -1.9, -1.7, 1.9, 1.9, -0.3, -1.1, -4.8, -1.2, -1.4, -0.7, 0.1
- COc1ccc(CCNC(=O)c2cc(-c3ccccc3O)n[nH]2)cc1OC
    -9.8, -1.3, -0.6, -4.0, 0.2, -0.3, -1.4, -1.1, -1.9, -4.1, -0.2
- Cc1cn2c(nc(=O)c3cccnc32)s1
    -3.0, -1.4, -0.5, 1.7, -3.2, 1.7, -306.6, -0.5, -0.9, -1.3, -0.5
- CCOC(=O)Cc1[nH]nc2c1C(c1cccc(OC)c1OC)C(C#N)=C(N)O2 (configuration not stated)
    2.4, -1.9, 2.3, -0.6, 1.2, -0.1, -2.0, -3.2, -1.3, -3.5, 0.2
- C=C1[C@H](C)CN(S(=O)C(C)(C)C)[C@H]1CCO (some centres not stated)
    12.8, -0.8, ·, -4.0, -1.2, ·, 0.3, 0.5, -1.7, -2.9, 0.1
- O=C(Nc1ccc(OC(F)F)cc1)Nc1cccc(C(F)(F)F)c1
    -32.1, -3.3, -4.7, 5.1, -7.1, -1.7, 0.6, -1.1, -2.3, -14.1, -2.5
- CCN1CCN(CCCNC(=O)CNC(=O)c2nn(-c3ccc(OC)cc3OC)c(=O)c3ccccc23)CC1
    8.9, -0.8, -0.1, -1.0, -0.1, -0.4, -4.0, 0.3, -1.5, -3.4, 0.2
- Cc1cc(C)n(Cc2ccc(NC(=O)c3ccc(COc4ccccc4Br)cc3)cc2)n1
    -15.1, -5.1, -5.8, -2.5, -7.1, -2.9, -6.7, -0.4, -2.7, -6.5, -3.4
- COc1ccc(NS(=O)(=O)c2cc(NC(=O)c3ccc(=O)[nH]n3)ccc2C)cc1
    -52.7, -0.8, -2.8, -0.8, 5.1, -1.3, -8.4, -0.4, -1.4, -3.5, -3.3
- CCOc1ccc(NC(=O)CSc2nnc(C(C)C)n2CC)cc1
    4.2, -2.3, -1.1, 0.3, -2.1, 0.4, 4.5, 0.5, -1.4, -8.8, -1.3
- Cc1ccc(S(=O)(=O)N(C)CCCC(=O)N2CCOCC2)cc1
    3.9, -1.5, 3.9, 4.3, 0.4, 0.2, 5.0, -0.6, -0.9, -0.6, -0.5
- Cc1ccc(C(=O)Nc2ccc(F)cc2)o1
    -0.3, 2.5, 5.2, 2.6, 4.8, 0.4, 2.3, -2.2, -0.8, -0.9, 0.4
- O=C(CSc1nnc(-c2ccncc2)n1CC1CCCO1)Nc1cccc(O)c1 (configuration not stated)
    6.2, -0.7, -2.6, -0.1, 3.6, 0.5, 2.0, 0.9, -0.3, 8.3*, 0.1
- Cc1cccnc1NC(=O)CCc1c[nH]c2ccccc12
    -20.1, -1.1, 0.6, -8.3, 2.8, 0.3, -7.6, -1.0, -0.5, -1.7, -0.2
- COc1cc(/C=C/C(=O)OCC(=O)c2c(N)n(C)c(=O)n(C)c2=O)ccc1OCC#N
    -1.6, -0.2, 0.9, -6.5, 3.1, -1.2, -24.6, -0.8, -2.1, -1.5, -3.8

Grouped by structure, the compounds so far containing an aryl thioether with sulfur outside any ring.
Under each structure: sPLA2-III inh, hcDAF-12 act, GAA850 FXN act, NR1D1 modulator, hgDAF12 agonist, DAX1 inh-1, PLCb3 inh, PG9 Ab binder, ssDAF12 agonist, SMARCA2 act, DAX1 inh-2
- CCOc1ccc(NC(=O)CSc2nnc(C(C)C)n2CC)cc1
    4.2, -2.3, -1.1, 0.3, -2.1, 0.4, 4.5, 0.5, -1.4, -8.8, -1.3
- O=C(CSc1nnc(-c2ccncc2)n1CC1CCCO1)Nc1cccc(O)c1 (configuration not stated)
    6.2, -0.7, -2.6, -0.1, 3.6, 0.5, 2.0, 0.9, -0.3, 8.3*, 0.1

Remaining list, next part
Under each structure: sPLA2-III inh, hcDAF-12 act, GAA850 FXN act, NR1D1 modulator, hgDAF12 agonist, DAX1 inh-1, PLCb3 inh, PG9 Ab binder, ssDAF12 agonist, SMARCA2 act, DAX1 inh-2
- FC(F)Oc1ccccc1/C=N/Nc1nc2ccccc2o1
    -4.4, 3.0, 3.5, -0.1, 8.5, 2.9, -37.2, -1.2, -0.3, 2.6, 0.5
- COC(=O)c1cc(=O)n2c(-c3ccccc3)csc2n1
    5.7, -1.3, 1.1, -3.1, 1.2, 0.0, -10.0, -0.7, -1.2, 4.2, 0.8
- CC1Cc2cc(S(=O)(=O)N3CCC(C(=O)N4CCCCC4)CC3)ccc2N1C(=O)C1CC1 (configuration not stated)
    -5.5, 1.7, -1.8, -1.8, -3.8, 1.4, -1.2, -0.8, -1.2, 1.9, -0.2
- CCOC(=O)C1=NOC(C(=O)Nc2nccs2)(C(=O)C2CC2)C1 (configuration not stated)
    1.0, 3.0, ·, 3.5, -1.3, ·, -2.7, ·, 0.0, -2.3, 0.7
- O=C(Nc1ccccn1)C1(c2cccs2)CCOCC1
    -7.7, -1.5, 0.1, -3.9, -1.8, 0.9, 0.6, -4.0, -1.4, 0.3, -0.4
- CCOc1ccc(C(=O)NCC2CCCN2S(=O)(=O)c2cccs2)cc1 (configuration not stated)
    6.0, -2.1, 0.9, 2.4, 0.8, -2.0, -0.1, -1.9, -0.6, 2.1, -0.5
- COc1ccccc1C1/C(=C(\O)c2ccc3c(c2)OCCO3)C(=O)C(=O)N1Cc1cccnc1 (configuration not stated)
    -0.9, -1.8, 1.3, 7.3, 0.5, 0.6, -8.6, 13.9*, -0.4, -1.4, -0.3
- Cc1ccc(NC(=O)CC2=NC(=O)C(CC(=O)Nc3ccccc3C)S2)cc1 (configuration not stated)
    -7.0, 0.4, 0.6, -1.8, 3.5, -1.4, 1.8, -0.1, -0.1, 1.3, 0.3
- CCC(CC)C(C(=O)NCc1ccccc1)N(C)Cc1ccc(Cl)c(Cl)c1 (configuration not stated)
    5.2, -1.0, ·, 0.0, 2.7, ·, 6.4, 0.8, -0.8, -1.5, -0.4
- COc1ccc(C(=O)Nc2ccncc2)cc1S(=O)(=O)N1CCOCC1
    7.8, 3.0, 2.9, 6.2, 3.8, -0.3, -8.8, 0.5, -0.1, -0.3, 1.4
- CN(C)c1ccc(-c2noc(C3CCN(S(=O)(=O)c4ccc(C(=O)O)cc4)CC3)n2)cc1
    -0.2, -2.0, 0.4, -7.8, 0.9, 0.7, 6.9, -3.4, -1.7, 3.1, 0.3
- O=C(Cc1ccc(F)cc1)N/N=C/c1ccccn1
    -3.5, -1.1, 2.0, -1.3, 1.8, 0.9, 0.3, -1.9, -1.9, -0.6, 0.1
- CC(=O)c1ccc(NC(=O)CN2C(=O)NC(C)(C3CCCCC3)C2=O)cc1 (configuration not stated)
    5.0, 0.9, 1.8, -5.0, -0.5, 1.3, -7.6, -0.8, -1.0, -0.6, -0.1
- CCC(C)(C(=O)NC1CCCCC1)N(Cc1cccs1)C(=O)Cc1cccs1 (configuration not stated)
    1.8, -2.2, -4.0, -0.4, 2.7, 1.2, 0.3, 0.2, -1.4, -2.6, -0.8
- COc1ccc(OC(=O)COc2cc(C)ccc2C)cc1
    -2.5, -0.7, 2.1, 2.6, 0.9, -1.7, -7.8, -1.5, -0.6, 1.3, -0.7
